# hcDAF12 agonist: H. contortus DAF-12 nuclear receptor activators, primary screen, cell-based, luminescence, HEK293, lit1-tk-luc reporter; HEK293 hcDAF-12 lit1-tk-luc reporter; 0% DMSO, 100% Δ7-dafachronic acid; activation, % at 6.8 µM; 370,000 tested, 1.4% active;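 active = activation above the mean of all tested compounds plus 3 SD, cut at about 5.5% in these data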;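 note: 100% = response to 3 µM Δ7-dafachronic acid high control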
# PLCg1 inh: PLC-gamma1 enzyme inhibitors, primary screen, biochemical, fluorescence, purified enzyme | fluorogenic substrate | inhibition, % at 12.2 µM | 370,000 tested, 0.84% active | AID 720700, 2013; in the data active = inhibition above about 9.5%
# GAA850 FXN act: FXN promoter activators, primary screen, cell-based, luciferase luminescence, HEK293 lucGAA850; activation, % at 6 µM; 360,000 tested, 0.56% active; HEK293 lucGAA850 FXN promoter luciferase reporter, 24 h; percent of 10 µM SAHA response; AID 540364, 2011;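 active = activation above the average of all compounds screened plus 3 SD, cutoff fixed separately per campaign, cut at about 7.5% in these data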;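 note: 0% = DMSO wells and 100% = 10 µM SAHA wells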
# DAX1 inh-1: DAX1 (NR0B1) inhibitors, primary screen, cell-based, HEK293, Gal4-DAX1, luciferase luminescence; 340,000 tested, 0.99% active; inhibition, % at 6.75 µM; HEK293 Gal4-DAX1 luciferase reporter; Nuclear receptor subfamily 0 group B member 1 (Homo sapiens), P51843; AID 504766, 2011;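 active = inhibition above the mean over all tested compounds plus 3 SD, cut at about 4.2% in these data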;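 note: 0% = DAX1-transfected cells with DMSO and 100% = empty-vector control cells with DMSO; inhibition shows as a rise in luminescence from relieved DAX1 repression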
# hgDAF-12 ag: H. glycines DAF-12 receptor agonists, primary screen, cell-based, luminescence, HEK293, GAL4 fusion, UAS-luciferase. HEK293 GAL4-hgDAF12 UAS-luciferase reporter, agonist luminescence; normalized to butyrate control. activation, % at 6.8 µM. 370,000 tested, 1.8% active;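 active = activation above a cutoff set at the mean of all screened compounds plus 3 SD, cut at about 10% in these data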;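 note: 0% = DMSO wells and 100% = sodium butyrate wells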
# DAX1 inh-2: DAX1 (NR0B1) inhibitors on StAR promoter, primary screen, cell-based, luminescence, SF-1 (NR5A1), full-length DAX-1; HEK293T StAR-luciferase reporter, SF-1/DAX-1 repression relief; inhibition, % at 6.8 µM; AID 652010, 2013; 370,000 tested, 1.1% active;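 active = inhibition above the mean over all tested compounds plus 3 SD, cut at about 3.6% in these data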;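 note: 0% = DAX-1 cells with DMSO and 100% = cells lacking DAX-1 with DMSO; higher inhibition means more luminescence from relief of DAX-1 repression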
# sPLA2-III inh: human group III sPLA2 inhibitors, primary screen, biochemical, QFRET, BODIPY PC-A2 liposome substrate; inhibition, % at 12.2 µM; 370,000 tested, 0.56% active; QFRET BODIPY PC-A2 liposome hydrolysis, fluorescence; Group 3 secretory phospholipase A2 (Homo sapiens), Q9NZ20; AID 743126, 2013;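 active = inhibition above mean plus 3 SD of compounds lying within the high and low control bounds, cut at about 19% in these data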;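 note: 0% = median of test compound wells and 100% = no enzyme DMSO wells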
# Target sequence (Q9NZ20 whole entry, looked up): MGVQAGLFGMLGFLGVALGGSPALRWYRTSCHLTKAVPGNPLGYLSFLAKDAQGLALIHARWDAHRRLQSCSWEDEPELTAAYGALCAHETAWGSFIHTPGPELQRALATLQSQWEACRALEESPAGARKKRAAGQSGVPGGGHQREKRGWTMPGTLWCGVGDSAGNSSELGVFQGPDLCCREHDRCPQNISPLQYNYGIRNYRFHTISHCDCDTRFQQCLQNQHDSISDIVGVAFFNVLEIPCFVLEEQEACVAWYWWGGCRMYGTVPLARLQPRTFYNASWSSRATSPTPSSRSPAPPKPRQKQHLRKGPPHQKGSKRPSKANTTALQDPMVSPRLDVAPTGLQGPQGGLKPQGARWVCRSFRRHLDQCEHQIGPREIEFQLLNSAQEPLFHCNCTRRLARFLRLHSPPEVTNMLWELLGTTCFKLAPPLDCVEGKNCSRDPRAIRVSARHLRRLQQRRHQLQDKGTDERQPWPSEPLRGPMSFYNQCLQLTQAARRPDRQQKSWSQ
# ADAM17 inh: ADAM17 inhibitors, primary screen, biochemical, QFRET. Disintegrin and metalloproteinase domain-containing protein 17 (Homo sapiens), P78536. recombinant ADAM17, EDANS/DABCYL FRET peptide cleavage. inhibition, % at 6.95 µM. 370,000 tested, 0.83% active;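 active = inhibition above the mean of compounds lying between control limits plus 3 SD, set per campaign, cut at about 8.5% in these data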;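 note: 0% = DMSO-only wells as the low control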
# ADAM10 inh: human ADAM10 inhibitors, primary screen, biochemical, QFRET, HTS. recombinant ADAM10, EDANS/DABCYL FRET peptide cleavage, 3 h. 370,000 tested, 0.62% active. AID 720582, 2013. Disintegrin and metalloproteinase domain-containing protein 10 (Homo sapiens), O14672. inhibition, % at 7 µM;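 active = inhibition above a per-campaign cutoff equal to the mean of compounds falling between control-based bounds plus 3 SD, cut at about 20% in these data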;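 note: 0% = DMSO wells while the 100% control is not disclosed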
# Target sequence (O14672 214-748 limits assumed): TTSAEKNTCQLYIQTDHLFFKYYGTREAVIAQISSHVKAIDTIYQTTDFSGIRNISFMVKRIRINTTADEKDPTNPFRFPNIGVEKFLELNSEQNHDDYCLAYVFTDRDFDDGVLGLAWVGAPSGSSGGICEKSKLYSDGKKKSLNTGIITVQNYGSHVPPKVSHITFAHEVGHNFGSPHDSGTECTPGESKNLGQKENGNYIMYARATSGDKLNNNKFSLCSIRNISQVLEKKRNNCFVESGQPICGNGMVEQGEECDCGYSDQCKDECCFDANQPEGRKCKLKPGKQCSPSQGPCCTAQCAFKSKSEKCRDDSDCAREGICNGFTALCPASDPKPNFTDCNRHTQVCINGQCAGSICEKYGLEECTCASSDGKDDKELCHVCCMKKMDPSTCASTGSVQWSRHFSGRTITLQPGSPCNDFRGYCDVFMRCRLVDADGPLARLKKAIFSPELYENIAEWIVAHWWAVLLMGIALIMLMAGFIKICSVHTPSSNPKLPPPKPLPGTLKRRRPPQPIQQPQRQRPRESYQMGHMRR
# PLC-beta3 inh: human PLC-beta3 inhibitors, primary screen, biochemical, fluorescence. 1-phosphatidylinositol 4,5-bisphosphate phosphodiesterase beta-3 (Homo sapiens), Q01970. Purified PLC-beta3, fluorogenic substrate. inhibition, % at 12.2 µM. 370,000 tested, 0.18% active. AID 720704, 2013; in the data active = inhibition above about 11%;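 note: 0% = median of compound wells on plate and 100% = full blocker control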
# ssDAF12 agonist: S. stercoralis DAF-12 nuclear receptor activators, primary screen, cell-based, luminescence, HEK293, GRIP1 co-expression, lit1-tk-luc; AID 652126, 2013; activation, % at 6.8 µM; HEK293 ssDAF-12/GRIP1 lit1-tk-luc reporter; % of 3 µM dafachronic acid response; 370,000 tested, 1% active; Nuclear hormone receptor DAF-12 (Strongyloides stercoralis);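 active = activation above the mean over all tested compounds plus 3 SD, cut at about 0.9% in these data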;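 note: 0% = DMSO-only wells and 100% = 3 µM delta7-dafachronic acid wells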
# Active calls of the source: *; i = inactive; · = not tested or not shown.
SMILES,hcDAF12 agonist,PLCg1 inh,GAA850 FXN act,DAX1 inh-1,hgDAF-12 ag,DAX1 inh-2,sPLA2-III inh,ADAM17 inh,ADAM10 inh,PLC-beta3 inh,ssDAF12 agonist
Cc1cccc(NC(=S)N2CCC(N(C)CC3CCCO3)CC2)c1 (configuration not stated),-1.5,9.7*,0.2,-1.0,-1.5,0.7,11,1,9,0,-0.4
O=S(=O)(Nc1ccncc1)c1cc(Cl)c(Cl)cc1Cl,-1.4,1,2.0,-0.5,-0.4,0.0,-40,-1,2,-3,-1.3
COc1ccc(CNC(=O)c2cc(-c3ccc(OC)c(OC)c3)on2)cc1,-2.5,-10,-1.2,0.2,-2.0,-0.7,-5,-1,-3,-7,-0.9
COc1ccc(OC)c(C(c2nnnn2Cc2ccccc2)N2CCN(C)CC2)c1 (configuration not stated),1.5,6,-1.4,-0.4,0.1,0.4,3,-5,-3,-4,-0.7
CCC1CCCCN1CCCNC(=O)c1ccc2c(c1)c(C)c(C)n2C (configuration not stated),-2.7,-13,0.8,0.7,-0.9,0.9,-11,-5,-15,-27,-1.6
COC(=O)[C@]12CCCCC=C1N(CCc1ccc(OC)c(OC)c1)C(=O)[C@H](CC(=O)NCc1cccc(C(F)(F)F)c1)C2,-1.4,3,·,·,-2.2,-0.8,-20,8.8*,13,3,-0.8
COc1ccc(OC)c(NC(=O)C2(C)CCN2Cc2ccc(SC)cc2)c1 (configuration not stated),0.1,2,2.2,·,-1.0,0.2,0,0,-9,0,-1.6
Cc1ccc(NC(=O)CNC(=O)c2ccc3c(c2)OCO3)nc1,-0.8,1,0.7,0.1,0.3,-0.4,0,-2,3,-7,-1.4
Cc1cccc(C(=O)OCC(=O)N2CCN(C(=O)c3ccco3)CC2)c1O,-0.9,0,-0.2,-1.8,-0.3,-0.9,3,-4,-6,0,-0.6
COC(=O)c1ccc(/C=N/n2cnnc2)cc1,-0.3,1,1.0,1.9,-0.3,0.4,-6,-1,2,5,-1.5

# One compound at a time, from the list above:
# CCC1CCCCN1CCCNC(=O)c1ccc2c(c1)c(C)c(C)n2C (configuration not stated) as listed: hcDAF12 agonist: -2.7; PLCg1 inh: -13; GAA850 FXN act: 0.8; DAX1 inh-1: 0.7; hgDAF-12 ag: -0.9; DAX1 inh-2: 0.9; sPLA2-III inh: -11; ADAM17 inh: -5; ADAM10 inh: -15; PLC-beta3 inh: -27; ssDAF12 agonist: -1.6
# COc1ccc(OC)c(NC(=O)C2(C)CCN2Cc2ccc(SC)cc2)c1 (configuration not stated) as listed: hcDAF12 agonist: 0.1; PLCg1 inh: 2; GAA850 FXN act: 2.2; DAX1 inh-1: ·; hgDAF-12 ag: -1.0; DAX1 inh-2: 0.2; sPLA2-III inh: 0; ADAM17 inh: 0; ADAM10 inh: -9; PLC-beta3 inh: 0; ssDAF12 agonist: -1.6

# (cont.)
SMILES,hcDAF12 agonist,PLCg1 inh,GAA850 FXN act,DAX1 inh-1,hgDAF-12 ag,DAX1 inh-2,sPLA2-III inh,ADAM17 inh,ADAM10 inh,PLC-beta3 inh,ssDAF12 agonist
Cn1c(SCC(=O)NCc2ccco2)nnc1-c1cccs1,-2.0,8,-0.1,-0.3,1.2,-0.8,10,-7,-2,2,-0.4
O=C(O)c1cccc([N+](=O)[O-])c1C(=O)Nc1nc2ccccc2s1,3.5,0,-0.3,2.2,3.0,0.5,-5,-3,-1,-5,-0.7
CCCC(=O)Nc1ccc2oc(-c3cccnc3)nc2c1,-0.1,i,3.9,0.6,3.3,2.6,-4,-304,i,i,-0.8
CCCCCCCCN1C(=O)[C@H](CC(=O)NCc2cccc3ccccc23)C[C@@]2(C(=O)OCC)CCCC=C12,1.0,4,·,·,2.9,0.0,-2,-5,-2,-1,-1.1
O=C(c1ccco1)N1CCC(c2ccccc2)C1 (configuration not stated),-0.2,-2,5.3,0.2,1.8,0.7,1,-4,-4,0,-1.0
Cc1c(Cl)cccc1NC(=O)CNc1ccccc1F,-0.6,1,2.2,2.1,2.9,-1.7,-6,2,-2,2,-1.8
COc1cccc(-c2nn3c(-c4cccc(C)c4)nnc3s2)c1,0.1,0,3.8,-0.1,4.3,1.7,-3,-3,-3,-3,-0.7
CC(C)=CCN1CCN(Cc2ccc(Oc3ncccn3)cc2)CC1CCO (configuration not stated),-2.8,3,0.2,-0.7,3.6,-0.2,2,-1,-2,5,-1.6
CCOc1ccccc1C(=O)N1c2ccccc2Sc2ccccc21,-1.7,1,1.6,-0.8,-0.4,-2.2,-2,2,14,-3,-1.3
O=C(NCCCN1CCCC1=O)c1ccccc1NS(=O)(=O)c1ccc(Br)cc1,-1.0,1,1.6,-1.0,-1.0,0.7,-4,-4,-6,-1,-1.0
Cc1ccc(Nc2nc(CSc3nnc(-c4cccs4)o3)cs2)cc1,0.5,-6,1.7,0.3,2.5,-0.2,-10,4,11,-7,-0.6
COC(=O)\C(C(C)=O)=C(/C=C/C=C/N(C)C)N(C)C,-0.2,-13,-1.7,0.5,0.0,0.2,-5,-5,-2,-8,-0.8
CCc1ccc(OC(=O)CN2C(=O)c3ccccc3C2=O)cc1,-1.8,4,1.4,2.7,-0.6,0.3,-8,-1,6,-1,-0.4
Cc1ccc2c(CC(=O)NCc3ccco3)coc2c1C,-0.1,0,-2.7,-1.0,0.9,-1.8,0,-4,3,-4,-0.6
CC(=O)c1cccc(NC(=O)Nc2cnn(Cc3ccc(F)cc3)c2)c1,3.4,1,·,·,1.6,1.5,-13,1,9,2,0.5
N/C(=N\c1nc2ccccc2o1)NC(=O)c1ccccc1Br,0.7,1,3.0,3.2,2.6,0.9,5,-2,6,-6,-0.5
Cc1cc(-c2ccccc2)c(C#N)c(N)n1,2.1,-80,1.1,1.4,-2.4,-0.6,-4,-62,-200,-98,-0.6
COc1ccccc1NC(=O)Cc1noc(CSc2n[nH]c(N)n2)n1,-1.0,0,-1.9,1.0,2.5,-0.6,-6,-2,-3,1,-0.9
Fc1ccc(N2CCN(c3cnc4ccccc4n3)CC2)cc1,0.6,-3,7.9*,0.4,7.6,0.3,3,-2,-1,-2,-0.9
O=C(CCC(=O)N1CCOc2ccccc21)NCCCN1CCCCC1,-0.5,9,1.3,-0.2,0.8,0.8,1,3,7,6,-1.2
Cn1c(=O)c2c(SCC(=O)NCc3ccco3)nc(CC(C)(C)C)nc2n(C)c1=O,-0.7,-1,-0.1,-0.1,4.7,-0.4,-12,-4,-4,2,-1.4
CCN(CC)S(=O)(=O)c1cccc(-c2cn3cccnc3n2)c1,-0.4,-474,1.2,1.4,0.8,-0.8,-4,i,i,i,-1.0
COc1cccc(-c2ccnc3[nH]n(-c4ccccc4)c(=O)c23)c1,-0.2,-8,1.9,2.2,3.5,-0.1,13,0,-3,-7,-1.0
COc1ccc(/C=C/C(=O)OCC(=O)NC2CCCC(C)C2C)cc1S(=O)(=O)N1CCOCC1 (configuration not stated),-1.6,0,2.9,1.1,7.5,-0.2,5,-4,-2,0,-1.2
O=C(/C=C/c1cccc([N+](=O)[O-])c1)OCC(=O)N1CCCCC1,-0.2,0,2.5,-0.9,4.5,-1.8,2,-3,-17,5,-1.1
COc1ccc(OC)c(/C=N\Nc2nccs2)c1,0.8,-45,2.1,0.9,0.9,-0.8,6,-24,-59,-62,-1.2
Cc1cc(-n2cccn2)ccc1CN1CCN(CC(C)C)C(CCO)C1 (configuration not stated),-0.2,-2,0.7,1.3,-2.3,0.4,-2,-3,3,-6,-0.6
N#CCCN1CCN(C(=S)c2ccc(-c3cccc(Cl)c3)o2)CC1,-0.6,-10,8.6*,1.1,2.7,0.9,-6,3,5,-7,-0.6
CCN(CC)c1ccc(S(=O)(=O)N(CC)CC)cc1NC(=O)c1cccnc1,-1.0,-2,2.1,-0.1,-0.1,-0.6,-4,-4,3,-4,-1.7
CCOC(=O)N1CCC(=NNC(=O)COc2ccc(OC)cc2)CC1,-2.1,-2,1.6,-2.0,0.7,-0.1,4,1,0,0,-0.5
COc1cc(=O)n2c(-c3ccccc3)csc2n1,-0.1,-3,1.1,-0.5,-0.6,0.5,-10,-5,5,0,-0.6

# Random excerpt: 7 entries already listed, in no set order.
SMILES,hcDAF12 agonist,PLCg1 inh,GAA850 FXN act,DAX1 inh-1,hgDAF-12 ag,DAX1 inh-2,sPLA2-III inh,ADAM17 inh,ADAM10 inh,PLC-beta3 inh,ssDAF12 agonist
Cn1c(=O)c2c(SCC(=O)NCc3ccco3)nc(CC(C)(C)C)nc2n(C)c1=O,-0.7,-1,-0.1,-0.1,4.7,-0.4,-12,-4,-4,2,-1.4
CCOC(=O)N1CCC(=NNC(=O)COc2ccc(OC)cc2)CC1,-2.1,-2,1.6,-2.0,0.7,-0.1,4,1,0,0,-0.5
COc1ccc(OC)c(/C=N\Nc2nccs2)c1,0.8,-45,2.1,0.9,0.9,-0.8,6,-24,-59,-62,-1.2
COc1ccc(/C=C/C(=O)OCC(=O)NC2CCCC(C)C2C)cc1S(=O)(=O)N1CCOCC1 (configuration not stated),-1.6,0,2.9,1.1,7.5,-0.2,5,-4,-2,0,-1.2
CCN(CC)S(=O)(=O)c1cccc(-c2cn3cccnc3n2)c1,-0.4,-474,1.2,1.4,0.8,-0.8,-4,i,i,i,-1.0
N#CCCN1CCN(C(=S)c2ccc(-c3cccc(Cl)c3)o2)CC1,-0.6,-10,8.6*,1.1,2.7,0.9,-6,3,5,-7,-0.6
COc1cc(=O)n2c(-c3ccccc3)csc2n1,-0.1,-3,1.1,-0.5,-0.6,0.5,-10,-5,5,0,-0.6
